# GDH-TPI counter – counter-screen for M. tuberculosis FBA inhibitors: GDH-TPI coupled enzymes | GDH-TPI coupled enzyme counterscreen, NADH absorbance | 1.2% of 360,000 active | inhibition, % at 4.8 µM;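 note: 0% = DMSO wells and 100% = wells lacking the enzyme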
# BoNT-A LC inh2 – inhibitors of Botulinum neurotoxin A light chain protease; multiplex microsphere protease substrate cleavage, flow cytometry; inhibition, % at 10 µM; 0.17% of 360,000 active; in the data active = inhibition above about 30%; inconclusive = no clear call, values can overlap the other calls; note: plate controls were buffer without enzyme for full effect and enzyme alone for no effect
# FadD28 FP inh – M. tuberculosis FadD28 bisubstrate binding inhibition | FadD28 bisubstrate probe binding, fluorescence polarization | inhibition, % at 12.5 µM | 0.22% of 360,000 active; in the data active = inhibition above about 8.5%, passing the limit was not always enough; inconclusive = no clear call, values can overlap the other calls
# CCHFV vOTU inh – CCHFV vOTU protease inhibition. Pep-AMC fluorescence. inhibition, % at 11.5 µM. 0.55% of 370,000 active. AID 651958; note: 0% = vehicle wells with enzyme and 100% = no enzyme wells
# Mtb FBA inh – inhibitors of M. tuberculosis fructose-bisphosphate aldolase; P9WQA3; purified M. tuberculosis FBA, fluorescence read-out; inhibition, % at 1 µM; 2.3% of 360,000 active; AID 588726; in the data active = inhibition above about 27%;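 note: 0% = vehicle and 100% = reference inhibitor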
# Target sequence (P9WQA3 whole entry, looked up): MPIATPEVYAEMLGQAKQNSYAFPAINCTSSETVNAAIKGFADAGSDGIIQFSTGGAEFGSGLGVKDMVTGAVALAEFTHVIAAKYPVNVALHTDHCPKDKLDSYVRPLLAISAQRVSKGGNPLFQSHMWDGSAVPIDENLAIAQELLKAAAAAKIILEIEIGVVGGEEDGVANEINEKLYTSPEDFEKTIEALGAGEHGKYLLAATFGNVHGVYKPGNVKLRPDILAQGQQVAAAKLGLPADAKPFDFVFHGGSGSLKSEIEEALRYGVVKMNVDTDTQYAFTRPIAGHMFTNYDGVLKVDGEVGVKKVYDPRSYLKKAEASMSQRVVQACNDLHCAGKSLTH
# BioA inh – blocks M. tuberculosis BioA enzyme activity; purified M. tuberculosis BioA enzyme, plate reader; inhibition, % at 9.99 µM; 0.096% of 360,000 active; AID 602481; in the data active = inhibition above about 40%; inconclusive = no clear call, values can overlap the other calls
# Mtb UGM inh – Mtb UDP-galactopyranose mutase inhibition; P9WIQ1; purified UGM, fluorescence polarization probe displacement; inhibition, % at 10 µM; 0.06% of 320,000 active; in the data active = inhibition above about 10%, passing the limit was not always enough; inconclusive = no clear call, values can overlap the other calls
# Target sequence (P9WIQ1 whole entry, looked up): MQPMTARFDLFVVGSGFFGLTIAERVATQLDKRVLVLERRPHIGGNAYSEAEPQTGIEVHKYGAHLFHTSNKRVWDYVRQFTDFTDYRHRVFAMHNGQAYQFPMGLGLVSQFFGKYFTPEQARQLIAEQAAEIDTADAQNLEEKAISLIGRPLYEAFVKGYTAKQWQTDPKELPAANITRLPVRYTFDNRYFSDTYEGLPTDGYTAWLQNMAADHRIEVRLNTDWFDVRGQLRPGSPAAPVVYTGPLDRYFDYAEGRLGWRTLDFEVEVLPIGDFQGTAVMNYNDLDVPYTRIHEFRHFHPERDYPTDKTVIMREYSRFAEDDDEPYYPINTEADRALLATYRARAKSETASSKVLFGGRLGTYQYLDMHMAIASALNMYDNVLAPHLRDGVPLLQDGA
# PrPC TRFRET – cell surface PrPC inhibition, primary TR-FRET screen. P04156. TR-FRET read-out. inhibition, % at 13.8 µM. 0.43% of 370,000 active; in the data active = inhibition above about 24%; note: 0% = median of the test wells and 100% = reference compound wells
# BoNT-F LC inh – inhibitors of Botulinum neurotoxin F light chain protease. inhibition, % at 10 µM. 0.22% of 360,000 active. Multiplex microsphere protease cleavage assay, flow cytometry; in the data active = inhibition above about 35%, passing the limit was not always enough; inconclusive = no clear call, values can overlap the other calls; note: plate controls were buffer without enzyme for full effect and enzyme alone for no effect
# An asterisk follows results filed as active; ? = inconclusive; nt = not tested or not shown; + = active, no number. Cut-off read from the data, not from the text of the source, unless noted: active = inhibition above about 30%; inactive = the rest. This is a random part of the collection; about 4.8% have a hit in one of these screens.
SMILES,GDH-TPI counter,BoNT-A LC inh2,FadD28 FP inh,CCHFV vOTU inh,Mtb FBA inh,BioA inh,Mtb UGM inh,PrPC TRFRET,BoNT-F LC inh
O=C(CN(c1ccccc1)S(=O)(=O)c1ccc(F)cc1)NC1CCCCCC1,1,1.8,-0.9,1,1,-1.5,3.0,6,8
Cc1ccc(O)c(NC(=O)c2cc(-c3cccs3)on2)c1,9,1.9,-3.3,4,2,-0.9,2.2,0,2
Cc1csc(NC(=O)c2ccc(Cl)nc2)n1,15,0.9,0.0,7,-1,nt,-2.2,-1,-15
COc1ccc(N2CC(NS(=O)(=O)c3ccc4ccccc4c3)CC2=O)cc1OC (stereo not drawn),-8,nt,-1.7,-9,0,nt,0.3,-8,nt
O=C(N/N=C/c1ccc(OC(F)F)cc1)c1cccc(S(=O)(=O)N2CCOCC2)c1,5,-0.8,-1.7,-4,-4,nt,-1.9,3,-1
CCOC(=O)c1c(-c2cccs2)csc1NC(=O)CN1CCOCC1,-11,0.2,-2.1,-4,-2,-2.7,-2.0,1,-5
O=c1c2ccccc2nnn1Cc1ccc2ccccc2c1,-6,0.3,-2.0,-7,-1,nt,-0.9,0,1
Cc1ccc(NC(=O)CN2CCN(C(=O)C3CCCO3)CC2)c(C)c1 (stereo not drawn),6,0.7,-2.9,13,-1,-1.1,1.7,-1,4
Cc1cccc(C(=O)C2CCN(S(=O)(=O)c3cccc(C(=O)O)c3)CC2)c1,4,-0.8,nt,-13,1,-0.2,nt,-7,-3
CCN(CC)S(=O)(=O)c1ccc(C(=O)NC2CN3CCC2CC3)cc1 (stereo not drawn),9,-1.6,nt,-2,1,1.3,-0.8,8,-12
CC1=NNC(=O)/C1=C\c1cn(-c2ccccc2)nc1-c1ccc(Cl)cc1,10,-0.8,-0.3,-9,0,-1.1,-2.6,-3,-2
COc1ccc(N2C(=O)CC(Sc3n[nH]c(-c4ccccc4)n3)C2=O)cc1 (stereo not drawn),-5,0.4,0.4,-1,-1,-0.4,1.6,5,?
COC(=O)N1CCCCC1c1cc(C(=O)Nc2cccc3c2CCCC3)no1 (stereo not drawn),13,1.0,-0.1,23,4,1.1,nt,13,3
COc1ncc(-c2cccc3nccn23)c(OC)n1,6,-0.4,-0.4,-5,23,0.0,nt,3,-6
Cc1cc(F)ccc1C(O)c1ncc(-c2cccc(F)c2)[nH]1 (stereo not drawn),-7,-0.5,-1.2,11,3,0.3,nt,2,0
COc1cc(/C=N/NC(=O)C(Cc2c[nH]c3ccccc23)NC(=O)OCC(C)C)cc([N+](=O)[O-])c1O (stereo not drawn),33*,0.6,?,25,-7,nt,-2.3,-20,11
CCOC(=O)C1=C(COC(=O)c2cc(OC)c(OC)cc2[N+](=O)[O-])NC(=O)NC1C (stereo not drawn),5,-1.9,-1.2,3,1,-1.4,0.7,-7,21
COc1ccc(CCNC(=O)c2cccnc2)cc1OC,-7,0.2,-2.6,-3,-1,11,2.4,-6,4
Ic1ccccc1CN[C@@H]1C2CCN(CC2)[C@@H]1C(c1ccccc1)c1ccccc1,7,-0.5,-6.2,15,2,-0.9,nt,-19,2
COc1ccc(C2C(C(=O)c3cccs3)=C(O)C(=O)N2c2cccc(C)n2)cc1 (stereo not drawn),-2,0.4,-0.8,2,0,nt,-0.9,4,2
COc1cc(NC(=O)CSc2nc(C)cs2)cc(OC)c1,-3,-1.3,-1.2,-4,-1,-1.1,4.8,5,-14
CCN(C(=O)Cn1nc(C(=O)O)c2ccccc2c1=O)C1CCCCC1,5,1.7,0.3,7,3,nt,1.5,7,4
CC(=O)Nc1ccc(S(=O)(=O)N2CCC(C(=O)NCCc3ccc(Cl)cc3)CC2)cc1,-2,-3.7,-0.7,14,0,-1.8,0.1,4,-8
CCc1nc2ccc(C(=O)N3CCN(S(=O)(=O)CC)CC3)cn2c1N(C)C(=O)c1cccc(OC)c1,2,-0.3,-2.3,-1,-2,0.0,nt,-10,-5
O=C(NC1CCCCC1)C(c1ccccc1)N(Cc1ccco1)C(=O)Cn1cnc2ccccc21 (stereo not drawn),-4,-1.3,-2.5,12,-2,1.1,nt,13,-24
O=C(NCCC1=CCCCC1)c1ccc(F)cc1,7,-1.3,-1.0,7,1,-0.2,nt,-1,-9
CCOc1ccc(N(CC(=O)NC(C)(C)C)C(=O)CCC(=O)Nc2nccs2)cc1,-6,0.2,-1.2,-6,-1,-1.4,0.4,11,9
Clc1ccccc1CSc1nnc(-c2ccncc2)o1,5,-0.1,-1.1,-3,-1,5.2,-1.5,7,0
Cc1cccc(NC(=S)Nc2ccc(Cl)c(Cl)c2)c1,7,-0.6,-0.9,8,0,-3.4,-0.5,16,-4
Cc1ccccc1NC(=S)N(Cc1ccco1)C(C)c1cccs1 (stereo not drawn),4,0.1,-1.1,-9,2,-2.8,0.9,-5,-2
COc1ccc(Cn2nnnc2CN2CCc3ccccc32)cc1,17,1.8,-0.3,-9,2,nt,2.4,0,-3
CCOC(=O)[C@H]1[C@H]2COc3cc(OC)ccc3[C@@H]2N2C(=O)CN(Cc3ccccc3)C(=O)[C@@]12C,10,0.2,-1.0,-1,-2,0.2,0.7,-2,4
O=C(CC1Nc2cccc3cccc(c23)NC1=O)Nc1ccccc1 (stereo not drawn),17,-0.2,0.5,15,2,nt,2.4,17,0
O=S1(=O)CCN2C(c3ccco3)=CSC2=N1,-9,-1.0,-3.0,-6,3,-0.3,4.3,-5,-7
O=C(c1cccs1)N1CCN(C/C=C/c2ccccc2)CC1,3,0.1,-3.9,7,0,14,3.2,0,6
NC(N)=NS(=O)(=O)c1ccc(N)cc1,0,-0.5,-1.1,0,0,-1.1,2.4,-2,-6
COC(=O)c1ccccc1NC(=O)CC(=O)Nc1ccccc1C(=O)OC,10,2.4,-1.2,11,5,1.1,0.6,8,13
Cn1c(SCC(=O)Nc2ccc3c(c2)OCCO3)nnc1-c1ccncc1,-2,-3.8,nt,-8,1,nt,3.2,-1,-10
CCCc1nc2oc3c(=O)[nH]cnc3c2c2c1CCCC2,6,0.7,-0.4,-9,9,nt,1.7,-3,-6
O=C(CSc1ccc(Br)cc1)Nc1ccccc1N1CCOCC1,-2,1.6,-0.2,13,3,-2.9,-1.2,5,-3
CC(C)c1ccc(NC(=O)C(c2ccc3c(c2)OCO3)N2CCC3(CC2)OCCO3)cc1 (stereo not drawn),5,0.5,2.4,12,2,4.8,-0.3,9,10
COC(=O)C1=CN(c2cccc(Cl)c2)C=C(C(=O)OC)C1c1cccc(OC)c1,0,0.1,-1.1,0,54*,-0.3,-2.1,-4,-4
CCC1CN1P(=S)(N1CC1CC)N1CC1CC (stereo not drawn),10,-0.5,-4.0,8,0,-1.0,nt,-8,-2
c1ccc(SC23CC4CC(CC(C4)C2)C3)nc1,6,-1.0,-1.7,8,3,-2.4,nt,-7,-7
COc1ccccc1NC(=O)c1ccc(S(=O)(=O)N(C)c2ccccc2OC)cc1,11,nt,0.0,-90,1,-1.1,0.2,-4,nt
Cc1ccc(N2C(=O)Nc3ccccc3C2(O)C(=O)NCCCOC(C)C)cc1C (stereo not drawn),-11,0.0,-5.4,-8,0,1.4,-0.1,-1,-11
COc1ccc(/C=C/C(=O)Nc2nonc2NC(C)=O)cc1,27,-0.2,-4.5,10,3,nt,-1.7,-6,-2
Cc1nc2ccc(S(=O)(=O)NC(CC(C)C)C(=O)O)cc2s1 (stereo not drawn),3,-0.1,-4.7,16,0,-1.8,1.4,2,1
c1coc(CNC2CCCCC2)c1,-3,-0.3,-0.6,-4,1,2.2,1.3,-1,-2
O=C(O)/C=C/c1ccc(Oc2ncccn2)cc1,-3,-3.2,-0.1,-2,-1,0.6,0.8,-6,-9

# Further structures
SMILES,GDH-TPI counter,BoNT-A LC inh2,FadD28 FP inh,CCHFV vOTU inh,Mtb FBA inh,BioA inh,Mtb UGM inh,PrPC TRFRET,BoNT-F LC inh
O=C1NC(C(=O)O)=CC(c2ccc([N+](=O)[O-])cc2)N1 (stereo not drawn),14,nt,0.5,-5,0,nt,-0.8,-42,nt
O=C(O)c1ccc(NS(=O)(=O)/C=C/c2ccccc2)cc1,6,0.4,-1.8,-1,0,-2.1,-0.3,-5,0
O=C(Nc1cccc(S(=O)(=O)N2CCCCC2)c1)c1ccccn1,4,0.6,-0.6,2,5,9.8,0.4,-5,-4
CCCn1nnnc1NC(=O)COc1ccc(Br)cc1,-2,-1.5,-0.3,1,1,0.0,-0.5,5,-7
Cc1ccc(N2CC(C(=O)Nc3cccc(S(=O)(=O)N4CCOCC4)c3)CC2=O)cc1 (stereo not drawn),7,-0.3,-0.9,10,2,1.3,nt,4,-1
CC1(C)CC(NC(=O)c2cccc(F)c2)CC(C)(C)N1,18,?,-1.0,3,0,-0.6,-3.1,5,?
CCOC(=O)c1c(NC(=S)NCCc2ccccc2)sc2c1CC(C(C)C)OC2 (stereo not drawn),-2,-0.6,-2.7,-12,-2,-1.1,0.7,-1,-7
CN(C)S(=O)(=O)Nc1cccc(-c2cn3c(n2)SCC3)c1,-1,2.0,-1.3,6,1,0.8,-0.9,9,10
COc1ccc(/C=C/C(=O)Nc2ccc(C)c(S(=O)(=O)N3CCOCC3)c2)cc1,33*,-0.1,0.3,15,2,-0.6,nt,12,4
O=C(COc1ccc(Br)cc1)NNC(=O)c1cc(S(=O)(=O)N2CCOCC2)ccc1Cl,0,nt,-1.2,9,1,-0.6,nt,-6,nt

# Part of the list above, showing only Mtb FBA inh, BoNT-A LC inh2 and PrPC TRFRET:
mol	Mtb FBA inh	BoNT-A LC inh2	PrPC TRFRET
CCCn1nnnc1NC(=O)COc1ccc(Br)cc1	1	-1.5	5
Cc1ccc(N2CC(C(=O)Nc3cccc(S(=O)(=O)N4CCOCC4)c3)CC2=O)cc1 (stereo not drawn)	2	-0.3	4

# Grouped by structure, the compounds so far with bromine.
SMILES,GDH-TPI counter,BoNT-A LC inh2,FadD28 FP inh,CCHFV vOTU inh,Mtb FBA inh,BioA inh,Mtb UGM inh,PrPC TRFRET,BoNT-F LC inh
O=C(CSc1ccc(Br)cc1)Nc1ccccc1N1CCOCC1,-2,1.6,-0.2,13,3,-2.9,-1.2,5,-3
CCCn1nnnc1NC(=O)COc1ccc(Br)cc1,-2,-1.5,-0.3,1,1,0.0,-0.5,5,-7
O=C(COc1ccc(Br)cc1)NNC(=O)c1cc(S(=O)(=O)N2CCOCC2)ccc1Cl,0,nt,-1.2,9,1,-0.6,nt,-6,nt

# Next compounds.
SMILES,GDH-TPI counter,BoNT-A LC inh2,FadD28 FP inh,CCHFV vOTU inh,Mtb FBA inh,BioA inh,Mtb UGM inh,PrPC TRFRET,BoNT-F LC inh
O=C1NC(=O)C(CCc2ccncc2)(CCc2ccncc2)C(=O)N1C1CCCCC1,-1,-0.9,0.5,9,3,nt,-1.6,5,-1
Cc1ccc(C(=O)NCC(=O)OCC(=O)NCCc2ccccc2)s1,-3,-0.9,-0.4,4,1,nt,-0.1,2,-7
CC(=O)Nc1ccc(S(=O)(=O)NNC(=O)c2ccc(C)cc2)cc1,9,-0.5,-2.8,3,2,-2.1,1.1,-7,3
Cn1nnc(NC(=O)CSc2ccc(Cl)cc2)n1,7,0.9,-1.1,16,2,-4.8,0.1,3,-18
N#CC1(c2ccccc2)CCCN1C(=O)c1ccccc1Cl (stereo not drawn),-3,-0.2,-4.8,7,4,0.4,0.1,1,4
COc1cc(C(=O)NC2CC3CCCC(C2)N3Cc2ccccc2)cc(OC)c1OC (stereo not drawn),-2,1.2,-1.3,5,0,0.9,-1.2,1,-1
O=C(NNC(=O)c1cc2ccccc2o1)c1ccc(F)cc1,7,4.1,1.4,1,1,-0.3,nt,5,5
C=CCCC(=O)N1C[C@@H](CO)[C@@H](NC)C[C@H]1c1ccccc1Br,nt,-0.5,-1.1,5,-1,-0.8,nt,-6,5
CC(C)(C)C(=O)COC(=O)C1=NN(c2ccccc2)C(=O)CC1,3,1.5,-1.2,-7,3,-2.3,-0.3,2,5
CC(C)(C)NCc1cccn1-c1sc2c(c1C#N)CCCC2,12,0.9,-2.2,12,76*,0.1,-2.3,-1,1
Cn1c(=O)c2[nH]c(CCc3ccncc3)nc2n(C)c1=O,-10,0.0,-3.7,6,-2,-0.7,nt,7,3
Fc1ccc(N2CCN(Cc3cn[nH]c3-c3ccccc3)CC2)cc1,2,-0.4,-1.2,1,-1,nt,2.0,-2,-12
CCOc1ccc(Cc2onc3c2C(=O)CCC3)cc1OCC,1,-1.4,-3.4,-1,+,-0.2,0.2,-3,-4

# Compound activity as filed in PubChem BioAssay.
